Keap1 Nrf2 FP: inhibitors of human Keap1-Nrf2 protein-protein interaction; Q14145; hit rate 0.15% among 340,000; AID 504523; Keap1 Kelch-Nrf2 peptide fluorescence polarization, 1536-well; inhibition, % at 9.4 µM; in the data active means inhibition above about 12%;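 further: human Keap1 Kelch domain with fluorescein labeled Nrf2 9mer peptide probe; 0% = neutral control wells and 100% = peptide positive control; higher means more block of Keap1 binding to Nrf2 peptide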
Target sequence (Q14145 whole entry, looked up, the tested form may be a part): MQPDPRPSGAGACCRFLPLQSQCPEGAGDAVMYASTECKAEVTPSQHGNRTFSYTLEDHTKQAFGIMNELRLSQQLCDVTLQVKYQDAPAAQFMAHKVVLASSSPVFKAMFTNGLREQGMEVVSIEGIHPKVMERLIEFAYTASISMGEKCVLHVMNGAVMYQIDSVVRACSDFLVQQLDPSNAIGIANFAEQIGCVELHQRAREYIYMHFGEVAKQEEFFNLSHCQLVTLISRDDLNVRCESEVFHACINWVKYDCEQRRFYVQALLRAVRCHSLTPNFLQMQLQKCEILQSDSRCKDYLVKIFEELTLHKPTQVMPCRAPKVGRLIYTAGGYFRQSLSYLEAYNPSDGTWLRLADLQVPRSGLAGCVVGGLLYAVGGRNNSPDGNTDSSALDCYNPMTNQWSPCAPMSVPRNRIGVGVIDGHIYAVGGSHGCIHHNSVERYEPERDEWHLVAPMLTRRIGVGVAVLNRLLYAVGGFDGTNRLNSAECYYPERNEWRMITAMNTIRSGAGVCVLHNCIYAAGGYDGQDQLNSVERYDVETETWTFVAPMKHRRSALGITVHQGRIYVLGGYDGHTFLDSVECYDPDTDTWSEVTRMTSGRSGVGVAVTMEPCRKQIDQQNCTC
PvdQ acylase: blocks Pseudomonas aeruginosa PvdQ acylase activity; inhibition, % at 10 µM; AID 488965; hit rate 0.063% among 340,000; purified PvdQ acylase, fluorescence plate reader; in the data active means inhibition above about 30%, passing the limit was not always enough;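 further: 0% = vehicle neutral wells and 100% = reference inhibitor wells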
SR-BI HDL uptake: mouse SR-BI HDL lipid transfer inhibition; inhibition, % at 12.5 µM; hit rate 0.96% among 320,000; Q61009; ldlA[mSR-BI] CHO cells, DiI-HDL uptake fluorescence, 3 h;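 active means mean replicate inhibition of at least 70% and a set share of replicates each scoring 70 or more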;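 further: 0% = median of neutral control wells and 100% = median of positive control wells; values of inactives mirror those of a sister screen read the other way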
Cardiac RTF inh: cardiac RTF calcium desensitization; hit rate 0.12% among 340,000; AID 493244; inhibition, % at 7.15 µM; P19429+P45379; IANBD-labeled cardiac RTF, Ca2+ fluorescence;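 active means inhibition above the mean inhibition of all tested compounds plus 3 SD, cut at about 17% in these data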;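 further: assay run at fixed EC70 calcium of 1.6 mM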
PKA-R2B act: PKA-R2B complex activation; activation, % at 11.4 µM; hit rate 0.079% among 340,000; PKA-R2B holoenzyme dissociation, Cy5-IP20 fluorescence polarization; R2B truncated from residue 108, S112A mutant; 0% DMSO only, 100% 113 µM cGMP; P22694+P31323;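 active means activation above a cutoff set at the mean over all compounds plus 3 SD, cut at about 18% in these data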;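 further: higher means more holoenzyme dissociation and a rise in polarization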
Target sequence (P31323 whole entry, looked up, other chains not shown, the tested form may be a part): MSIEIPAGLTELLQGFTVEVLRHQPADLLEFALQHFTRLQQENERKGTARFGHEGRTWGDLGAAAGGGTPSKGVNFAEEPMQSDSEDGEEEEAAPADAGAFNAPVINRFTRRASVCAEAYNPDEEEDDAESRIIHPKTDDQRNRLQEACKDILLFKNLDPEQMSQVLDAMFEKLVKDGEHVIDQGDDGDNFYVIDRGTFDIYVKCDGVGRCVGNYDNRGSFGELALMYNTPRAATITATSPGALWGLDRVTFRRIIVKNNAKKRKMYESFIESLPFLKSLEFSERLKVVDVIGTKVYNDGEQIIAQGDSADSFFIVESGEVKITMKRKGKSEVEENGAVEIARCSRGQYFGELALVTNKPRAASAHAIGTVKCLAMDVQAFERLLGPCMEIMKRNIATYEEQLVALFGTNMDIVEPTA
SR-BI uptake up: enhances SR-BI lipid uptake from DiI-HDL | activation, % at 12.5 µM | CHO ldlA[mSR-BI] cells, DiI-HDL uptake fluorescence, 3 h; 100 = double the neutral-control signal | AID 504775 | hit rate 0.096% among 320,000;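 active means mean replicate activation of at least 60% and every replicate at or above 60%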;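 further: 0% = median plate neutral-control signal and 100% = twice that signal; values of inactives mirror those of a sister screen read the other way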
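Assay system: CHO ldlA[mSR-BI] cells, LDL receptor-null, SR-BI overexpressing; medium: Ham's F12 with 0.5% BSA, HEPES 25 mM, pH 7.4; also added: DiI-HDL 10 µg/mL; timing: 3 h uptake period with compound, 37 °C; signal: DiI fluorescence, bottom read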
DAGLB inh: blocks human DAGLB lipase activity | AID 504411 | inhibition, % at 5.17 µM | hit rate 0.059% among 340,000 | Q8NCG7 | HEK293T DAGLB membrane lysate, EnzChek fluorogenic substrate; in the data active means inhibition above about 34%;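 further: 0% = enzyme with vehicle and 100% = wells lacking enzyme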
NSD2 inh: inhibitors of human histone methyltransferase NSD2; inhibition, % at 12.5 µM; hit rate 0.54% among 310,000; O96028; NSD2 peptide methylation, AlphaScreen, 120 min; AID 743445; in the data active means inhibition above about 50%
LANA DNA inh: blocks KSHV LANA C-terminal domain binding to DNA; hit rate 0.078% among 340,000; AID 504423; inhibition, % at 9 µM; MBP-C-LANA/FAM-LBS DNA binding, fluorescence polarization;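 active means highest replicate inhibition at or above 60% at 9 µM, even if other replicates fall short; inactive means all replicates below 60% inhibition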;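 further: 0% = neutral control wells and 100% = 4 µM acridine orange control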
Arr AP2 block: inhibitors of human beta-arrestin and AP2 interaction. inhibition, % at 10 µM. hit rate 0.31% among 340,000. FITC-arrestin peptide / GST-AP2 beads, flow cytometry; AP2 beta2 appendage carries R879A mutation;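 active means inhibition above a set limit, near 3 SD of compounds lacking own fluorescence, cut at about 54% in these data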;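 further: plate controls were DMSO wells for no effect and 5 µM unlabelled arrestin peptide for full effect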
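system = GST-tagged AP2 beta2-adaptin appendage (R879A) on 4 µm glutathione beads | reagent = FITC-labelled arrestin peptide probe, 50 nM final | schedule = compound with beads 12 min RT, then probe 1 h RT | signal = HyperCyt-sampled flow cytometry, FL1 channel, ex 488/em 535 nm | read-out = percent response from loss of bead-bound FITC fluorescence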
* hit, by the source's call.

C[C@@H]1[C@H](O)C[C@@]23COC(=O)C2=CCC[C@@H]3[C@@]1(C)CC/C(=C/CO)CO was read as Keap1 Nrf2 FP -1, PvdQ acylase -1, SR-BI HDL uptake -13, Cardiac RTF inh 2, PKA-R2B act 4, SR-BI uptake up 13, DAGLB inh -2, LANA DNA inh -0.2 and Arr AP2 block 2.
COc1ccc(-n2c(C)csc2=S)cc1 was read as Keap1 Nrf2 FP -2, PvdQ acylase -3, SR-BI HDL uptake 1, Cardiac RTF inh 2, PKA-R2B act -5, SR-BI uptake up -1, DAGLB inh -1, LANA DNA inh 1.8 and Arr AP2 block 3.
Screening C[C@H](CO)N1C[C@H](C)[C@@H](CN(C)CC2CCCCC2)Oc2ccc(NC(=O)Cn3cnnn3)cc2C1=O returned Keap1 Nrf2 FP -2, PvdQ acylase -13, SR-BI HDL uptake -12, Cardiac RTF inh -5, PKA-R2B act -11, SR-BI uptake up 12, DAGLB inh 0, LANA DNA inh 1.0 and Arr AP2 block -1.
For O=S(=O)(c1cc(F)ccc1F)N1CCN(C2CCCCC2)CC1 the results were Keap1 Nrf2 FP 0, PvdQ acylase 4, SR-BI HDL uptake -11, Cardiac RTF inh -7, PKA-R2B act -2, SR-BI uptake up 11, DAGLB inh -1, NSD2 inh 5, LANA DNA inh 0.1 and Arr AP2 block 9.
`CCOC(=O)Nc1nnc(Cc2ccc(Cl)c(Cl)c2)s1` gave Keap1 Nrf2 FP -4, PvdQ acylase 5, SR-BI HDL uptake -10, Cardiac RTF inh 0, PKA-R2B act 0, SR-BI uptake up 10, DAGLB inh 0, NSD2 inh -4, LANA DNA inh -2.6 and Arr AP2 block -4.
CC1=CC(C)(C)NC(=S)N1c1cccc(Cl)c1 was read as Keap1 Nrf2 FP 1, PvdQ acylase 16, SR-BI HDL uptake -8, Cardiac RTF inh 3, PKA-R2B act -1, SR-BI uptake up 8, DAGLB inh -2, NSD2 inh -1, LANA DNA inh -3.0 and Arr AP2 block 3.
For N#CC1=C(N)Oc2c(O)cc3ccccc3c2C1c1ccsc1 (stereo not drawn) the results were Keap1 Nrf2 FP -2, PvdQ acylase -11, SR-BI HDL uptake -30, Cardiac RTF inh -7, PKA-R2B act -14, SR-BI uptake up 30, DAGLB inh 1, NSD2 inh -2, LANA DNA inh 1.1 and Arr AP2 block -7.
CN(C)S(=O)(=O)c1ccc(NC(=O)c2ccc([N+](=O)[O-])cc2)cc1 was read as Keap1 Nrf2 FP -2, PvdQ acylase -5, SR-BI HDL uptake 24, Cardiac RTF inh -9, PKA-R2B act 6, SR-BI uptake up -24, DAGLB inh 3, NSD2 inh -2, LANA DNA inh 0.3 and Arr AP2 block -8.
`O=C(C1CCCO1)N1CCN(C(=S)Nc2cccc(Cl)c2)CC1` (stereo not drawn) gave Keap1 Nrf2 FP 4, PvdQ acylase -9, SR-BI HDL uptake -36, Cardiac RTF inh -5, PKA-R2B act 9, SR-BI uptake up 36, DAGLB inh 1, NSD2 inh -5, LANA DNA inh -4.6 and Arr AP2 block 26.
For O=C(CCc1ccccc1)NC(=S)NCc1ccco1 the results were Keap1 Nrf2 FP -8, PvdQ acylase -10, SR-BI HDL uptake 6, Cardiac RTF inh -8, PKA-R2B act 2, SR-BI uptake up -6, DAGLB inh -5, NSD2 inh 1, LANA DNA inh 1.6 and Arr AP2 block 7.
`CCOC(=O)CCSc1nc(N2CCOCC2)c2c(c1C#N)CC(C)(C)OC2` gave Keap1 Nrf2 FP -7, PvdQ acylase -1, SR-BI HDL uptake -12, Cardiac RTF inh 8, PKA-R2B act -5, SR-BI uptake up 12, DAGLB inh -2, NSD2 inh 1, LANA DNA inh 0.2 and Arr AP2 block 35.
Screening COc1ccc(Cl)cc1C(=O)Nc1cccnc1 returned Keap1 Nrf2 FP 2, PvdQ acylase -7, SR-BI HDL uptake 10, Cardiac RTF inh -5, PKA-R2B act 9, SR-BI uptake up -10, DAGLB inh -2, NSD2 inh 0, LANA DNA inh 2.9 and Arr AP2 block 10.
For COc1ccc(N=C2NC(=O)C(CO)(CO)S2)cc1 the results were Keap1 Nrf2 FP -3, PvdQ acylase -7, SR-BI HDL uptake -26, Cardiac RTF inh -3, PKA-R2B act 4, SR-BI uptake up 26, DAGLB inh 0, NSD2 inh -1, LANA DNA inh 0.0 and Arr AP2 block 25.
For C=CCNC(=S)NNC(=O)c1cccn(Cc2ccc(Cl)cc2)c1=O the results were Keap1 Nrf2 FP -4, PvdQ acylase 6, SR-BI HDL uptake 9, Cardiac RTF inh -7, PKA-R2B act 1, SR-BI uptake up -9, DAGLB inh -1, NSD2 inh 1, LANA DNA inh -1.1 and Arr AP2 block 20.
`O=C(c1ccc(S(=O)(=O)N2CCCCCC2)cc1)N1CCCC(C(F)(F)F)C1` (stereo not drawn) gave Keap1 Nrf2 FP 1, PvdQ acylase -17, SR-BI HDL uptake 11, Cardiac RTF inh -12, PKA-R2B act -2, SR-BI uptake up -11, DAGLB inh 1, NSD2 inh -5, LANA DNA inh 1.2 and Arr AP2 block -8.
For c1ccc(COC2CCCN(Cc3nc(-c4cnccn4)no3)C2)nc1 (stereo not drawn) the results were Keap1 Nrf2 FP 1, PvdQ acylase -7, SR-BI HDL uptake -3, Cardiac RTF inh -9, PKA-R2B act 2, SR-BI uptake up 3, DAGLB inh -4, NSD2 inh -2, LANA DNA inh -1.4 and Arr AP2 block -5.
Screening Cc1cc(=O)oc2cc(OCC(=O)N3CCN(C(=O)C4COc5ccccc5O4)CC3)ccc12 (stereo not drawn) returned Keap1 Nrf2 FP 0, PvdQ acylase -2, SR-BI HDL uptake 88*, Cardiac RTF inh 0, PKA-R2B act -6, SR-BI uptake up -88, DAGLB inh 0, NSD2 inh -5, LANA DNA inh 0.8 and Arr AP2 block 13.
CC1CCc2c(sc(NC(=O)CSc3nc(N)cc(=O)[nH]3)c2C(N)=O)C1 (stereo not drawn) was read as PvdQ acylase -8, SR-BI HDL uptake 0, Cardiac RTF inh 7, PKA-R2B act -9, SR-BI uptake up 0, DAGLB inh 6, NSD2 inh 4 and Arr AP2 block 5.
For CC1(C)OC2C(O1)[C@@H](CO)O[C@H]2n1cnc2c(N)ncnc21 (stereo partly drawn) the results were Keap1 Nrf2 FP -2, PvdQ acylase -9, Cardiac RTF inh -8, PKA-R2B act -1, DAGLB inh -3, NSD2 inh -2, LANA DNA inh 0.7 and Arr AP2 block 16.
`O=C1c2ccccc2-c2nccnc21` gave Keap1 Nrf2 FP 0, PvdQ acylase -5, SR-BI HDL uptake -12, Cardiac RTF inh -1, PKA-R2B act -1, SR-BI uptake up 12, DAGLB inh 0, LANA DNA inh -1.4 and Arr AP2 block -11.
`CCOc1ccc2[nH]c(C(=O)N/N=C/c3ccccc3OC)cc2c1` gave Keap1 Nrf2 FP -4, PvdQ acylase 15, SR-BI HDL uptake 43, Cardiac RTF inh 3, PKA-R2B act -7, SR-BI uptake up -43, DAGLB inh -5, NSD2 inh -2, LANA DNA inh 0.8 and Arr AP2 block 8.
Screening Oc1ccc(C2=CSC3=NCCN23)cc1O returned Keap1 Nrf2 FP 1, PvdQ acylase -38, SR-BI HDL uptake -19, Cardiac RTF inh -4, PKA-R2B act 6, SR-BI uptake up 19, DAGLB inh 0, NSD2 inh 5, LANA DNA inh 4.2 and Arr AP2 block -1.
Screening CC(=O)c1cccc(NC(=O)NCCc2ccc(Cl)cc2)c1 returned Keap1 Nrf2 FP -1, PvdQ acylase 7, SR-BI HDL uptake 2, Cardiac RTF inh -2, PKA-R2B act -5, SR-BI uptake up -2, DAGLB inh -4, NSD2 inh 0, LANA DNA inh -1.9 and Arr AP2 block -2.
For CCN(CC(=O)NC1CCS(=O)(=O)C1)S(=O)(=O)c1ccc(Cl)cc1C(F)(F)F (stereo not drawn) the results were Keap1 Nrf2 FP -4, PvdQ acylase 1, SR-BI HDL uptake -12, Cardiac RTF inh 0, PKA-R2B act -7, SR-BI uptake up 12, DAGLB inh -1, NSD2 inh 2, LANA DNA inh -0.9 and Arr AP2 block 6.
For Cc1ccc(C2(C)NC(=O)N(CC(=O)N(C)CC(=O)Nc3cccc4ccccc34)C2=O)cc1 (stereo not drawn) the results were Keap1 Nrf2 FP 3, PvdQ acylase 2, SR-BI HDL uptake 7, Cardiac RTF inh -13, PKA-R2B act -12, SR-BI uptake up -6, DAGLB inh -1, NSD2 inh 0, LANA DNA inh 0.9 and Arr AP2 block 43.
Screening COc1ccc(CCN(C)c2ccc(S(=O)(=O)N3CCCC3)cc2[N+](=O)[O-])cc1OC returned Keap1 Nrf2 FP -4, PvdQ acylase 9, SR-BI HDL uptake 22, Cardiac RTF inh -11, PKA-R2B act 1, SR-BI uptake up -22, DAGLB inh 8, NSD2 inh 32, LANA DNA inh -0.3 and Arr AP2 block 12.
`COc1ccccc1CNC(=O)Cc1ccc(OC)c(OC)c1` gave Keap1 Nrf2 FP -6, PvdQ acylase -10, SR-BI HDL uptake -22, Cardiac RTF inh -6, PKA-R2B act 6, SR-BI uptake up 22, DAGLB inh -2, NSD2 inh -1, LANA DNA inh 1.5 and Arr AP2 block 5.
For O=C(NCCc1c[nH]c2ccccc12)c1cc(S(=O)(=O)N2CCCCC2)ccc1N1CCOCC1 the results were Keap1 Nrf2 FP -1, PvdQ acylase -8, SR-BI HDL uptake 28, Cardiac RTF inh 1, PKA-R2B act 1, SR-BI uptake up -28, DAGLB inh 0, NSD2 inh 1, LANA DNA inh -0.2 and Arr AP2 block -10.
`O=C(CN1CCN(Cc2ccccc2Cl)CC1)N=Nc1c(O)[nH]c2ccccc12` gave Keap1 Nrf2 FP 0, PvdQ acylase -15, SR-BI HDL uptake -23, Cardiac RTF inh 8, PKA-R2B act -8, SR-BI uptake up 23, DAGLB inh 2, NSD2 inh 2, LANA DNA inh -0.4 and Arr AP2 block -8.

Gathered by group, the entries above with a CF3 group
`O=C(c1ccc(S(=O)(=O)N2CCCCCC2)cc1)N1CCCC(C(F)(F)F)C1` (stereo not drawn) gave Keap1 Nrf2 FP 1, PvdQ acylase -17, SR-BI HDL uptake 11, Cardiac RTF inh -12, PKA-R2B act -2, SR-BI uptake up -11, DAGLB inh 1, NSD2 inh -5, LANA DNA inh 1.2 and Arr AP2 block -8.
For CCN(CC(=O)NC1CCS(=O)(=O)C1)S(=O)(=O)c1ccc(Cl)cc1C(F)(F)F (stereo not drawn) the results were Keap1 Nrf2 FP -4, PvdQ acylase 1, SR-BI HDL uptake -12, Cardiac RTF inh 0, PKA-R2B act -7, SR-BI uptake up 12, DAGLB inh -1, NSD2 inh 2, LANA DNA inh -0.9 and Arr AP2 block 6.
